Screening data: PubChem, several laboratories
Hck Nef HTS = inhibitors of Nef-activated human Hck kinase, primary screen, biochemical, Z-Lyte FRET, 384-well, Hck-YEEI; AID 463187, 2010; hit rate 0.68% among 220,000; Tyrosine-protein kinase HCK (Homo sapiens), P08631; Recombinant Hck-YEEI plus Nef, Z-Lyte FRET kinase assay; inhibition, % at 20 µM;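 active = Hck-Nef kinase inhibition above about 50%, limit read from the data; inactive = inhibition below that limit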;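 note: 0% = DMSO with Hck plus Nef and 100% = Hck alone without Nef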
Target sequence (P08631 whole entry, looked up): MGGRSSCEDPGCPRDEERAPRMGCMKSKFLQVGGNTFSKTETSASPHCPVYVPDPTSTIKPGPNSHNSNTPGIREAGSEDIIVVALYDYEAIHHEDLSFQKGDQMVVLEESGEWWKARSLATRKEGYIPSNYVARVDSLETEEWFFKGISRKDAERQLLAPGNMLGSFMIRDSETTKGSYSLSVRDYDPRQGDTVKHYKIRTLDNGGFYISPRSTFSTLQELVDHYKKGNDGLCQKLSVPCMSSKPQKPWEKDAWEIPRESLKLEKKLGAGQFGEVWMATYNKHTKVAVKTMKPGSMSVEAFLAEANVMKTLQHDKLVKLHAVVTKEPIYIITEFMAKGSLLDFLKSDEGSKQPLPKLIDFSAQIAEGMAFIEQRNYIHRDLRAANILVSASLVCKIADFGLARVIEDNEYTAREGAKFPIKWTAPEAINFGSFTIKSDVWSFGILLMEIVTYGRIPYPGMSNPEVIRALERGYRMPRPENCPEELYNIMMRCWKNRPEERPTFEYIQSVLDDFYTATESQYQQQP
14-3-3 Bad inh = inhibitors of 14-3-3 zeta/Bad binding, primary screen, biochemical, TR-FRET, bovine 14-3-3 zeta; TR-FRET 14-3-3zeta/Dy647-pBad peptide displacement, 1 h; hit rate 0.71% among 220,000; inhibition, % at 21.7 µM; 14-3-3 protein zeta/delta (Bos taurus), P63103;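 active = inhibition above about 70%, limit read from the data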;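 note: 0% = full 14-3-3 plus peptide FRET controls and 100% = background without 14-3-3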
TbHK1 inh = Trypanosoma brucei hexokinase 1 inhibitors, primary screen, biochemical, G6PDH-coupled NADH absorbance, MLSCN library | recombinant TbHK1, G6PDH-coupled NADH A340 | inhibition, % at 10 µM | hit rate 0.11% among 220,000 | AID 1430, 2008;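 active = inhibition of 50% or more in the single-dose primary screen; inactive = inhibition below 50%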
EP2 mod = EP2 receptor modulators, cAMP readout, primary screen, cell-based, HTRF cAMP, PGE2 stimulation | Prostaglandin E2 receptor EP2 subtype (Homo sapiens), P43116 | EP2-expressing cells, cAMP HTRF FRET, PGE2 co-stimulation | induction, % at 25 µM | hit rate 0.83% among 260,000;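 active = compounds whose cAMP rise, as percent of the full-agonist control response, exceeds 60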;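 note: rat C6 glioma line stably carrying human EP2 under a CMV promoter; the protocol text gives 20 µM as final concentration; 100% = response of wells given 1 µM PGE2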
Target sequence (P43116 whole entry, looked up): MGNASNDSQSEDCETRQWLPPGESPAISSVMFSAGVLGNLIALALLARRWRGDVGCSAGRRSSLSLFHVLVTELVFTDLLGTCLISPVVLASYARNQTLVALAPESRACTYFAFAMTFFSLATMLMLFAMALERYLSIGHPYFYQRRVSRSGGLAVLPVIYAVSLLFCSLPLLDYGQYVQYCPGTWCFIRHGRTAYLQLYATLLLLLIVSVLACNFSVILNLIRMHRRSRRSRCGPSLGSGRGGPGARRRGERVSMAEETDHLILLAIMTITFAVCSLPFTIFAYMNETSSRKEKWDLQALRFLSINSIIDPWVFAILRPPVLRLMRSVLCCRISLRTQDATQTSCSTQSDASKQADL
L929 necroptosis = inhibitors of zVAD-triggered necroptosis, primary screen, L929 cells | L929 zVAD necroptosis rescue, ATP luminescence, 24 h; with zVAD 60 µM | viability rescue, % at 10 µM | hit rate 0.38% among 220,000;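 active = activation, scaled between plate controls, above about 75%, limit read from the data; inactive = activation under that limit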;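 note: 0% = zVAD with DMSO and 100% = DMSO alone without zVAD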
Calpain2 inh = inhibitors of pig calpain II, primary screen, biochemical, fluorogenic peptide substrate, 1536-well; purified calpain II, 30 min; hit rate 0.37% among 220,000; AID 1236, 2008; inhibition, % at 16 µM;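 active = inhibition above about 50%, limit read from the data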
Rad51 HR inh = human RAD51 strand exchange inhibitors, primary screen, biochemical, fluorescence | DNA repair protein RAD51 homolog 1 (Homo sapiens), Q06609 | hRad51 DNA strand exchange, fluorescence dequenching | inhibition, % at 10 µM | hit rate 0.085% among 200,000;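 active = inhibition above 40% at the single screening dose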;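 note: 0% = DMSO control wells and 100% = blanks with heterologous ssDNA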
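System: human Rad51 nucleoprotein filaments preassembled on unlabelled ssDNA. Reagent: labelled 47-mer dsDNA for strand exchange. Schedule: 30-min compound preincubation and 15-min exchange, both room temperature. Measured by: FRET fluorescence dequenching, excitation 485 nm, emission 520 nm. Read-out: Fluorescence-based percent inhibition, control- and blank-normalised. Benchmarks: plate controls and plate blanks.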
eIF4E-4G inh = eIF4E–eIF4G protein interaction inhibitors, primary screen, biochemical, uHTS, TR-FRET, eIF4GI fragment | inhibition, % at 21.7 µM | hit rate 0.37% among 220,000 | AID 782, 2007 | TR-FRET eIF4E-eIF4GI(517-606) binding, 2 h | Eukaryotic translation initiation factor 4E (Mus musculus) + Eukaryotic translation …;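 active = inhibition above about 30%, limit read from the data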;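 note: 0% = full FRET control wells and 100% = background wells lacking eIF4GI fragment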
PGE2 EP2 inh = human EP2 receptor antagonists, primary screen, TR-FRET cAMP, C6 glioma cells | C6 glioma cells expressing human EP2; cells stimulated with saturating PGE2 | inhibition, % at 25 µM | hit rate 0.52% among 260,000 | AID 1422, 2008;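 active = percent inhibition above 40 after rounding to a whole number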;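 note: rat C6 glioma host cells with rolipram phosphodiesterase inhibitor present; the protocol text gives 20 µM as final concentration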
An asterisk follows results filed as active; . = not tested or not shown; & = joins results of further samples; [ ] = another dose, or the depositor's remark. This is a subset; the hit share may differ from the screen's.

SMILES	Hck Nef HTS	14-3-3 Bad inh	TbHK1 inh	EP2 mod	L929 necroptosis	Calpain2 inh	Rad51 HR inh	eIF4E-4G inh	PGE2 EP2 inh
N#Cc1c(C(F)(F)F)cc(-c2cccs2)nc1SCc1cccnc1	34	28[fluorescence artefact?]	-14	44	1.5	-290	1	-2	8
COc1ccc(OCC(O)CNCCNc2nccc(C(F)(F)F)n2)cc1 (stereo not drawn)	11	2	-2	-12	-0.1	16	14	-1	6
O=C(COc1ccc([N+](=O)[O-])cc1)Nc1cccnc1	19	15	-13	-5	2.9	1	8	7	1
CC(C)CC(NS(=O)(=O)c1ccc2c(c1)oc(=O)n2C)C(=O)NC1CCCc2ccccc21 (stereo not drawn)	2	2	-4	-4	0.5	0	.	-1[fluorescence artefact?]	.
COc1ccc2[nH]c(=O)c(CN(Cc3cccs3)Cc3nnnn3C(C)(C)C)cc2c1	0	-10	-15	55	-0.2	-109	3	12	8
O=C(/C=C/c1cc([N+](=O)[O-])ccc1OC(F)F)NCc1ccc(F)cc1	4	-4	-11	-29	0.1	9	-4	4[fluorescence artefact?]	15
CCS(=O)(=O)c1ccc2c(c1)NC(=O)C(CCCl)O2 (stereo not drawn)	1	3	5	16	-0.2	16	.	0	2
Cc1cc(/C=C(\C#N)C(=O)Nc2ccc(F)cc2)c(C)n1-c1ccc(N2CCOCC2)c([N+](=O)[O-])c1	1	8	-42	-5	0.9	-60	2	-3	10
CN=C(c1ccco1)n1c(=S)nc(-c2ccco2)n(C)c1=S	5	-16[fluorescence artefact?]	-16	17	0.8	-8	-8	6[fluorescence artefact?]	10
COC(=O)C1CSc2[nH]c(=O)sc2C1c1ccccc1 (stereo not drawn)	9	10[fluorescence artefact?]	3	30	-0.4	-10	2	-1	2
COc1ccc(C2CC(C)=C(C#N)S(=O)(=O)C2C#N)cc1 (stereo not drawn)	9	-6	-7	-5	-0.8	-20	-12	-10	5
CN(CC(=O)NC(=O)NCc1ccco1)CC(=O)Nc1ccccc1Cl	14	-11	-14	-15	-0.7	-11	.	1	5
Cc1cc(O)c(C(C)C)cc1NS(=O)(=O)c1ccccc1	-1	-8	6	27	-0.2	-6	-6	6	5
CCOc1ccccc1/C=N/Nc1ccccc1[N+](=O)[O-]	0	9	-2	44	-0.3	7	-1	2	9
Cn1cnnc1SCc1nc(N)nc(Nc2ccccc2)n1	1	10	6	-8	0.3	-45	-6	-3	10
Cc1ccc(COc2ccc(/C=N/NC(=O)c3ccc(CN4CCOCC4)cc3)cc2)cc1	3	-17[fluorescence artefact?]	-20	-7	11	-25	1	0	8
Cc1cc2nc(-c3ccc(SCc4ccc(C(=O)O)cc4)nc3)[nH]c2cc1C	74*	-8	-38	-7	3.0	-309	-3	-1	-1
CN=C1S/C(=C\c2ccc(N3CCCC3)c(F)c2)C(=O)N1C	13	11	-1	20	26	41	-40	4	3
CCOC(=O)c1ccccc1NC(=O)CSc1nnc(COc2ccccc2)n1CC	1	4	2	46	-0.1	24	1	-2	8
c1ccc(C2CC(c3cccs3)n3nnnc3N2)cc1 (stereo not drawn)	0	-2[fluorescence artefact?]	-2	12	1.0	10	2	9	3
COCCNS(=O)(=O)c1ccc2c(c1)n(C)c(=O)n2C	1	-8[fluorescence artefact?]	-6	33&10	-0.8	-16	0	-4	7&6
COc1ccc(C(=O)c2ccccc2)c2c(O)ccc(C(=O)c3ccccc3)c12	-2	12[fluorescence artefact?]	-7	-3	0.2	-27	1	1[fluorescence artefact?]	10
O=C(/C=C/c1ccc(F)cc1)NC(=S)NNC(=O)c1cnccn1	4	-2	-14	-6	1.8	-17	12	-3	0
O=C1/C(=C/c2ccccn2)COc2ccccc21	30	-5	-12	-95	1.0	-27	-39	3	13
O=C(CC1SC(=Nc2ccc(OC(F)F)cc2)N(CCN2CCOCC2)C1=O)Nc1ccccc1 (stereo not drawn)	10	-3	-10	-7	-0.3	-7	11	-3	4
CN(/N=C/c1cccnc1)c1cnn(-c2ccc(F)c(Cl)c2)c(=O)c1Cl	0	18	-45	-1	0.0	-407	-1	2	7
O=Nc1c2cc(-c3ccccc3)[nH]nc-2c2ccccc12	27	-16	-11	0	7.7	-1	9	8	6
COC(=O)c1ccc(/C=N/Nc2nc3ccccc3[nH]2)cc1	-7	-20	-23	-57	82*	8	6	-2	8
CC(C)(C)C1CCC2(CC1)SCC(=O)N2c1ccccc1 (stereo not drawn)	1	0	-1	22	0.1	14	-7	0	5
COc1ccc(OC)c(N=c2ssnc2Cl)c1	-3	62	13	-70	0.7	-3	-1	-2	77*
c1nc(NCC2(N3CCOCC3)CCCCC2)c2ccsc2n1	0	1	-1	-7	0.0	-4	-9	3	10
Cc1nn(-c2ccccc2)nc1CNC(=O)c1ncoc1-c1ccccc1	4	-7	-7	-30	0.4	-6	-4	1	9
CC12CCC(C(=O)Nc3nc4ccc(Br)cc4s3)(OC1=O)C2(C)C (stereo not drawn)	-16	9	-1	3	4.5	6	.	2	0
CCNC(=O)NS(=O)(=O)c1cnccc1Nc1cccc(Cl)c1	-1	8[fluorescence artefact?]	0	4	0.2	21	13	4	6
CS(=O)(=O)N1N=C(c2ccccc2)CC1c1cccs1 (stereo not drawn)	1	9	5	3	-0.1	4	-4	5	2
O=C(CCn1c(=O)c2ccccc2n(Cc2cccc([N+](=O)[O-])c2)c1=O)N1CCc2ccccc2C1	6	-10	12	35	0.0	-70	-10	-4	12
Fc1ccc(NCc2n[nH]c(=S)n2Cc2ccccc2)cc1	16	-13	-1	21	0.9	-6	-2	-3	7
Cc1onc(-c2c(Cl)cccc2Cl)c1C(=O)O/N=C(\C#N)c1ccccc1	1	-1	-4	3	-0.9	-5	5	-4	17
Cc1ccccc1C1=N/C(=C/c2cccs2)C(=O)O1	-5	-12	-6	36	1.7	-4	23	1	4
CC(C)C(=O)NC(=S)Nc1ccc(S(=O)(=O)N(C)Cc2ccccc2)cc1	3	-2[fluorescence artefact?]	9	-20	-0.8	44	22	8	16
CCc1nc(N2CCCC(C)C2)c2oc3ccccc3c2n1 (stereo not drawn)	2	62	-5	61*	0.3	20	4	1	7
COC(=O)c1c(C)cc(OC(C)=O)c(C)c1OC(C)=O	6	-3	0	21	0.1	-38	0	33*	19
Cc1[nH]n(-c2ccc(Cl)cc2)c(=O)c1/C=N/n1c(C)nc2ccccc2c1=O	7	-8	-6	20	0.6	-7	-5	0	15
N#Cc1nnn(-c2cc(Cl)cc(Cl)c2)c1N	1	-4	5	-19	1.0	5	21	6	14
O=C(N1CCCC1)n1c(Cc2ccccc2)nc2ccccc21	0	-9	2	7	-0.3	-10	-5	-2[fluorescence artefact?]	12
COc1cccc(Oc2nc3ncn(Cc4ccccc4)c3c(=O)n2C)c1	0	0	1	5	-0.1	13	-2	1	12
CCOc1cc(C(=S)N2CCOCC2)ccc1OC	-18	9	6	18	1.0	5	0	7	33
O=C(N/N=C(\Cc1ncc[nH]1)c1ccccc1)c1ccccc1	19	-8	-4	1	23	-11	2	-5	11
COc1cccc(CNC(=O)C2CCC(CNc3c(N4CCC(C)CC4)c(=O)c3=O)CC2)c1 (stereo not drawn)	24	1	-7	-17	0.6	-6	-7	-4	6
CC(=O)NS(=O)(=O)c1ccc(NC(=O)c2ccccc2F)cc1	1	-5	2	-3	-0.1	7	2	-4	5
O=C(NCc1cccc(Cl)c1)c1ccc2c(c1)OCO2	3	7	5	-5	-1.8	-37	4	3	4
COc1ccccc1CNC(=O)c1ccc(OCc2c(C)noc2C)c(OC)c1	0	-14[fluorescence artefact?]	-4	-42	1.0	12	1	6	14
Cc1cccc(NC(=S)NCCN2CCOCC2)c1C	4	-18	0	33	-1.4	-11	2	11	5
O=C(NCc1ccco1)c1ccc(Br)s1	3	5	6	18	-0.1	-12	.	-1[fluorescence artefact?]	7
Nn1c(SCC(=O)Nc2ccc(F)cc2)nnc1C1CCCCC1	0	-7	0	12	-0.1	4	3	-3[fluorescence artefact?]	2
Cc1ccccc1NS(=O)(=O)c1cc(C(=O)Nc2cccc([N+](=O)[O-])c2)ccc1C	0	-28	16	-97	2.7	-29	1	1	18

Five compounds from above, ordered by number of heavy atoms, rising.
SMILES	Hck Nef HTS	14-3-3 Bad inh	TbHK1 inh	EP2 mod	L929 necroptosis	Calpain2 inh	Rad51 HR inh	eIF4E-4G inh	PGE2 EP2 inh
Nn1c(SCC(=O)Nc2ccc(F)cc2)nnc1C1CCCCC1	0	-7	0	12	-0.1	4	3	-3[fluorescence artefact?]	2
COc1cccc(Oc2nc3ncn(Cc4ccccc4)c3c(=O)n2C)c1	0	0	1	5	-0.1	13	-2	1	12
COc1ccccc1CNC(=O)c1ccc(OCc2c(C)noc2C)c(OC)c1	0	-14[fluorescence artefact?]	-4	-42	1.0	12	1	6	14
Cc1ccccc1NS(=O)(=O)c1cc(C(=O)Nc2cccc([N+](=O)[O-])c2)ccc1C	0	-28	16	-97	2.7	-29	1	1	18
COc1cccc(CNC(=O)C2CCC(CNc3c(N4CCC(C)CC4)c(=O)c3=O)CC2)c1 (stereo not drawn)	24	1	-7	-17	0.6	-6	-7	-4	6

A second format for 6 compounds above.
structure | Hck Nef HTS | 14-3-3 Bad inh | TbHK1 inh | EP2 mod | L929 necroptosis | Calpain2 inh | Rad51 HR inh | eIF4E-4G inh | PGE2 EP2 inh
COc1cccc(CNC(=O)C2CCC(CNc3c(N4CCC(C)CC4)c(=O)c3=O)CC2)c1 (stereo not drawn) | 24 | 1 | -7 | -17 | 0.6 | -6 | -7 | -4 | 6
CC(=O)NS(=O)(=O)c1ccc(NC(=O)c2ccccc2F)cc1 | 1 | -5 | 2 | -3 | -0.1 | 7 | 2 | -4 | 5
O=C(NCc1cccc(Cl)c1)c1ccc2c(c1)OCO2 | 3 | 7 | 5 | -5 | -1.8 | -37 | 4 | 3 | 4
COc1ccccc1CNC(=O)c1ccc(OCc2c(C)noc2C)c(OC)c1 | 0 | -14[fluorescence artefact?] | -4 | -42 | 1.0 | 12 | 1 | 6 | 14
Cc1cccc(NC(=S)NCCN2CCOCC2)c1C | 4 | -18 | 0 | 33 | -1.4 | -11 | 2 | 11 | 5
O=C(NCc1ccco1)c1ccc(Br)s1 | 3 | 5 | 6 | 18 | -0.1 | -12 | . | -1[fluorescence artefact?] | 7
